Screens (PubChem)
ERK EGF block: EGF-driven ERK pathway inhibition; HEK293-V1b, EGF-stimulated phospho-ERK AlphaScreen; Potency, µM (highest dose often 11.5 µM), for the others: at the highest dose activity change, negative = inhibition, hits mostly inhibitors; hit rate 0.41% among 130,000; AID 1454; active = well fitted inhibition curve with a large enough effect; inconclusive = small, poorly fitted or top-dose-only effect, or effect the other way;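 note: plate controls were stimulated vehicle wells for no effect and unstimulated vehicle basal for full effect; nearly all actives have a fitted effect of over 55% in size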
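Homogeneous cell-based phospho-ERK assay: HEK293/V1b cells in 1% FBS, compound 30 min then EGF 5 min, AlphaScreen luminescence. Activity normalized between DMSO and 25 nM EGF controls; AC50 from Hill modelling.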
The depositor's hits bear a star; u = inconclusive; [ ] = remark or other dose. Potency is the fitted concentration of half-maximal effect. A portion of the library; count on the stated rates, not on these rows.

SMILES | ERK EGF block
C=CCN1C(=O)/C(=C/c2ccc(O)c(OC)c2)S/C1=N/c1nccs1 | 5.0%
CN(C(=O)COC(=O)c1ccc([N+](=O)[O-])cc1N)c1ccccc1 | 9.2%
C=C1CC[C@H](O)C/C1=C/C=C1\CCC[C@]2(C)[C@@H]([C@H](C)CC[C@@H](O)C(C)(C)O)CC[C@@H]12 | -1.2%
Cc1cc(-n2cc(Br)c(=O)[nH]c2=O)nc(-c2ccccc2)n1 | 3.6%[57.5 µM]
COc1ccc(CN(C)CC(=O)NC2CCCc3ccccc32)cc1OC (stereo not drawn) | -0.7%
COC(=O)[C@H](C)NC(=O)/C=C/c1ccc(OC)cc1 | 4.3%
O=C1OCCN1/N=C/c1ccc([N+](=O)[O-])o1 | 11.9%
O=C(c1cc([N+](=O)[O-])ccc1N1CCCC1)N1CCCCC1 | 2.5%
Cc1cc([N+](=O)[O-])nn1Cc1ccc(C(=O)N/N=C/c2ccc(O)cc2O)cc1 | 10.1%
O=C(O)CCNc1nc(C(F)(F)F)nc2ccccc12 | 5.6%
Nc1c(C(=O)N/N=C/c2ccc(F)cc2)oc2nc(-c3ccccc3)cc(-c3ccco3)c12 | -0.6%[57.5 µM]
Cc1cc(C)n2nc(-c3ccccc3)cc2n1 | 3.7%
O=C(Nc1ccc(CN2CCCCC2)cc1)c1sc2ccccc2c1Cl | u
C=CCOC(=O)NC(c1ccc(F)c(F)c1)C(C(=O)CCl)C(=O)OC (stereo not drawn) | -9.2%
Cc1onc(-c2c(F)cccc2Cl)c1C(=O)NCCN1CCNC1=O | 1.0%[57.5 µM]
COc1ccc(C(=O)NCc2ccccn2)cc1[N+](=O)[O-] | 1.9%
CCCOCCc1nnc(N)s1 | -7.3%[57.5 µM]
Cn1cc(C(=O)NC2C3CC4CC(C3)CC2C4)cn1 (stereo not drawn) | 4.0%
Cc1cc(C)n(CCNC(=O)c2cc(COc3ccc(F)cc3Cl)on2)n1 | -6.8%[57.5 µM]
O=C(Nc1ccccc1N1CCN(C(=O)c2ccccc2)CC1)c1ccccc1Cl | -4.1%[57.5 µM]
COc1ccccc1N1C(=O)c2ccc(C(=O)Nc3nccs3)cc2C1=O | 0.0%
CCNC(=O)C(=O)Nc1ccc([N+](=O)[O-])cc1 | -2.1%
CC(C)NCC(O)COc1ccc(Br)cc1 (stereo not drawn) | -4.8%
O=C(COC(=O)c1ccncc1)Nc1ccccc1 | 1.7%
O=C(CSC(=S)N1CCCCC1)c1ccccc1 | -4.6%
CCC(C)Oc1ccc(/C=C/c2[nH]c(=O)[nH]c(=O)c2[N+](=O)[O-])cc1OC (stereo not drawn) | 0.0%[57.5 µM]
CCN(CC)CCCNC(=O)/C(=C\c1cccn1C)NC(=O)c1cccs1 | 0.2%
CC12CCC(=O)N1C(C(=O)OCC(=O)Nc1cccc(Br)c1)CS2 (stereo not drawn) | 0.0%
O=C(CSCC(=O)Nc1cccc([N+](=O)[O-])c1)Nc1ccccc1 | -5.3%
COC(=O)c1scc(C)c1NC(=O)CC1NCCNC1=O (stereo not drawn) | 0.0%[57.5 µM]
COC(=O)C1=C(C)NC(=O)/C1=C\N(C)C | -4.2%
Cc1cnc(NC(=O)c2cccc(S(=O)(=O)N3CC(C)OC(C)C3)c2)s1 (stereo not drawn) | 26.0%
CC(=O)/C(=N\Nc1ccc(C)cc1)Sc1nncn1C | 7.0%
Cc1ccc2c(c1)cc(CN(C(=O)N1CCOCC1)C1CCCC1)c1nnnn12 | 3.0%
COc1ccc(C(=O)NC(=S)Nc2cc(C)ccn2)cc1[N+](=O)[O-] | 0.0%
CC(=O)N1c2ccccc2C(C)CC12CCCCC2 (stereo not drawn) | -1.2%
Cc1cccc(NC(=O)c2ccc(COc3ccc4ccccc4c3)o2)n1 | -2.7%
Cc1cc(=O)c2n(Cc3ccccc3Cl)nc[n+]2[nH]1 | 5.7%
O=C(CCCN1C(=O)/C(=C\c2ccco2)SC1=S)Nc1cccc2ccccc12 | 2.7%
O=C(C1CCN(c2ncnc3c2sc2cccc(F)c23)CC1)N1CCCC1 | 17.7%[57.5 µM]
CCOC(=O)[C@H]1O[C@@H]1C(=O)N[C@@H](CC(C)C)C(=O)NCCC(C)C | 0.4%[57.5 µM]
CCOc1ccc(N=C/C=C/c2ccccc2)c(O)c1 | 0.0%[57.5 µM]
Cc1ccc(C=C2C(Cl)=C(Cl)C(Cl)=C2Cl)cc1 | 7.2%[57.5 µM]
CC(=O)C1=C(O)C(=O)N(c2ccc(S(=O)(=O)Nc3nccs3)cc2)C1c1ccc([N+](=O)[O-])cc1 (stereo not drawn) | -1.5%
C#CCOCCOCCOCCNc1nc(N2CCN(C(=O)Cn3cc(CCCN=C(N)N)nn3)CC2)nc(N2CCN(C(=O)[C@H](C)n3cc(CCCN=C(N)N)nn3)CC2)n1 | u
COc1ccc(-c2csc3ncnc(Nc4ccc(O)cc4)c23)cc1 | 28.2µM*
Cc1ccc(/C=N/n2c(-c3ccncc3)n[nH]c2=S)o1 | -7.2%
COc1ccc(C(=O)C2CCCN(Cc3cn(C)nc3-c3ccccc3)C2)cc1F (stereo not drawn) | -1.7%
NC1=NC2(CCCCC2)N(c2ccc(F)cc2)C(N)=N1 | 1.3%
CCOC(=O)c1cnc(COc2ccc(OC)cc2)[nH]c1=O | -1.5%[57.5 µM]

Later entries.
SMILES | ERK EGF block
CCCc1cc(=O)[nH]c(SCc2nc3ccc([N+](=O)[O-])cc3[nH]2)n1 | 3.5%
Cc1ccc(C(C(=O)Nc2ccc3c(c2)OCO3)N(C)C(=O)Cc2c[nH]c3ccccc23)cc1 (stereo not drawn) | -8.6%
COc1ccc(CNC(=O)CCCn2nc(C)c([N+](=O)[O-])c2C)cc1 | -3.2%
CCC(C)C(NC(=O)c1ccccc1NC(=O)c1ccco1)C(=O)NNC(=O)c1ccncc1 (stereo not drawn) | 4.9%[57.5 µM]
O=C(c1cccs1)N1CCN(S(=O)(=O)c2ccc(F)cc2)CC1 | 1.4%
CCCCC/C=C\C/C=C\CCCCCCCCCC(=O)O | -9.7%
O=C(Nc1cc(SCCO)cc([N+](=O)[O-])c1)c1ccco1 | 9.6%
O=C(NNS(=O)(=O)c1ccccc1)C1CC(c2cccnc2)=NO1 (stereo not drawn) | 4.1%
CC(C)c1ccc(C(=O)NCCCN(C)C)cc1 | 2.1%
O=C(NC1CCCCCCC1)c1cc(COc2ccc3ncccc3c2)on1 | u
Cc1ccc(-n2c(-c3ccccc3)cc(/C=N/NC(=O)CC#N)c2-c2ccccc2)cc1 | -0.8%
O=C(CNC(=S)N(Cc1ccccc1F)C1CCCCC1)NCC1CCCO1 (stereo not drawn) | 3.9%
O=C(COC(=O)C1CCCCC1)Nc1ccccc1OC(F)F | -3.9%
COc1ccc(/C=N/NC(=O)CNC(=O)c2ccc(S(=O)(=O)N3CCOCC3)cc2)cc1OC | 0.9%
O=C(COC(=O)CNC(=O)c1ccccc1)Nc1ccc(S(=O)(=O)N2CCCC2)cc1 | -3.4%
NC1=NC(=Nc2ccc(S(N)(=O)=O)cc2)c2ccccc21 | 14.2%[57.5 µM]
CCc1ccc(S(=O)(=O)Nc2ccc(N3CCN(C)CC3)cc2)cc1 | -6.8%[57.5 µM]
CC(C)N1CCN(Cc2ccsc2)CC1CCO (stereo not drawn) | -5.4%
CCC(C)NC(=O)CC(C)C (stereo not drawn) | -1.9%[57.5 µM]
Fc1ccc([C@H]2CCNCC2COc2ccc3c(c2)OCO3)cc1 (stereo partly drawn) | 10.1%

Given in CSV form: entries from further up.
SMILES,ERK EGF block
COc1ccc(C(=O)NC(=S)Nc2cc(C)ccn2)cc1[N+](=O)[O-],0.0%
CC(=O)N1c2ccccc2C(C)CC12CCCCC2 (stereo not drawn),-1.2%
Cc1cccc(NC(=O)c2ccc(COc3ccc4ccccc4c3)o2)n1,-2.7%
Cc1cc(=O)c2n(Cc3ccccc3Cl)nc[n+]2[nH]1,5.7%

New compounds follow
SMILES | ERK EGF block
CCOC(=O)N1CCC(N2CCN(CCC(C)C)C(CCO)C2)CC1 (stereo not drawn) | -1.2%
CCOC(=O)c1nn(-c2ccccc2)c(=O)c2c(NC(C)=O)scc12 | -1.9%
Cc1ccccc1-n1c(C)cc(/C=C(\C#N)C(=O)NCC2CCCO2)c1C (stereo not drawn) | 0.9%
Cc1cc(=O)[nH]c(N/N=C/c2c(C)nn(-c3ccccc3)c2C)n1 | -5.4%
Oc1ccc(/C=N/Nc2ccccc2)cc1 | -6.2%
Cc1scc(-c2n[nH]c(=S)n2Cc2ccccc2)c1C | 9.7%
NN=C1c2cc([N+](=O)[O-])ccc2-c2ccc([N+](=O)[O-])cc21 | -19.6%
CCOC(=O)C1C(=O)OC(C)(C)C1C(CC)C(=O)c1ccccc1 (stereo not drawn) | 6.7%
NS(=O)(=O)c1ccc(CCNC(=O)CCCCCNc2nc(=S)[nH]c3ccccc23)cc1 | 2.8%
CC1(C)Cc2nc(NC3CCCCC3)c(C#N)cc2CO1 | 6.0%
CCOC(=O)C1=C(C)NC(=S)N(C(C)=O)C1c1ccc(OC)c(OC)c1 (stereo not drawn) | 1.0%[57.5 µM]
COc1ccccc1CNc1ccccc1F | -20.2%
CCOC(=O)c1cc(-c2ccccc2)sc1NC(=O)c1cc(OC)c(OC)c(OC)c1 | 2.2%
OCCCN1CCN(CCCOc2ccccc2-c2ccccc2)CC1 | -0.1%
OC(COC(c1ccc(Cl)cc1)c1ccc(Cl)cc1)CN1CCc2ccccc2C1 (stereo not drawn) | -2.5%
CCN(c1ccccc1)S(=O)(=O)c1ccc(Cl)c(NC(=O)COC(=O)c2ccc(Cl)c(N)c2)c1 | 5.9%
COCCN(C(=S)Nc1cccc(C)c1)C(C)c1cccnc1 (stereo not drawn) | -1.0%
Cc1ccc(CNC(=O)CN2C(C)CCCC2C)cc1 (stereo not drawn) | -3.7%
S=C(Nc1ccc(Cl)cc1)Nc1ccc2cn[nH]c2c1 | 5.3%
Cc1cc(C)n(-c2cc(N3CCN(C(=O)c4cccc(F)c4)CC3)ccc2[N+](=O)[O-])n1 | 7.9%
COCCNC(=S)N=Nc1c(O)[nH]c2ccc([N+](=O)[O-])cc12 | -2.9%[57.5 µM]
CCN(CC)CCCNC(=O)CN1C(=O)CSc2ccc(S(=O)(=O)N3CCOCC3)cc21 | 5.8%
CC(C)C12CN3CC(C(C)C)(CN(C1)C3c1ccccc1O)C2=O (stereo not drawn) | 1.9%[57.5 µM]
Cc1cccc(N2CC(c3nc4ccccc4[nH]3)CC2=O)c1 (stereo not drawn) | -4.5%
Cc1[nH]n(-c2ccccc2)c(=O)c1C(=O)c1cccc(F)c1 | -12.1%
CC(C)Cc1cc(C(=O)NCCCN2CCOCC2)no1 | -9.5%[57.5 µM]
CC(C)CCSc1nnc(N)s1 | -0.7%[57.5 µM]
CCC(C(=O)OCC(=O)Nc1cc(Cl)ccc1Cl)c1ccccc1 (stereo not drawn) | u
Cc1ccc(C)c(NC(=S)NC(C)C(c2ccccc2)N2CCN(C)CC2)c1 (stereo not drawn) | -27.7%
COc1ccc(/C=N/OCC(=O)NC(c2ccccc2)c2ccccc2)c(OC)c1 | 6.1%
O=C(NCCc1ccc([N+](=O)[O-])cc1)c1ccccc1 | -8.1%[57.5 µM]
O=C(COC(=O)c1cccc([N+](=O)[O-])c1)NCc1cccs1 | -2.4%
O=C(NCc1cccs1)C1CCN(S(=O)(=O)c2ccccc2F)CC1 | 0.9%[57.5 µM]
CN1CC(=O)N/C1=N/C(=O)Nc1cccc(Cl)c1 | -2.5%
C#Cc1ccc([C@@H]2C=C(C(=O)NCc3ccccc3)O[C@H](OCC)[C@H]2CCCO)cc1 | -2.4%[57.5 µM]
O=S1(=O)CCN2N=C(C3CC3)SC2=N1 | -4.8%
COCCNC(=O)Nc1ccc2c(c1)N(C)C(=O)c1ccccc1S2 | 2.1%
CCOC(=O)C1CCN(C(=O)C(C)Sc2ccc(Cl)cc2)CC1 (stereo not drawn) | -8.7%
Cc1ccccc1/C=N/N=C1/NC(=O)CCS1 | -16.9%[57.5 µM]
CCNC(=O)Cn1cc(C(F)(F)F)cc(Cl)c1=O | -0.3%[57.5 µM]
COc1ccccc1NC1=Nc2cccc3cccc1c23 | u
O=C(Cc1ccsc1)N1CCc2c([nH]c3ccccc23)C1c1ccccn1 (stereo not drawn) | 0.4%
C/C(=N\NC(=O)CSc1nc(C)cc(C)n1)c1ccc([N+](=O)[O-])cc1 | 1.1%[57.5 µM]
Cc1ccc(NC(=S)N(CCN2CCCCC2)Cc2ccco2)cc1 | 7.9%
CN(CCC1CCCCO1)Cc1cn(C)nc1-c1ccc2c(c1)OCCO2 (stereo not drawn) | 3.0%
Nc1nc(-c2ccccc2)c(N=Nc2ccc(Cl)cc2)s1 | u
O=C(c1ccc2c(c1)OCO2)N1CCOCC1 | 0.1%
COc1ccc(N2C(S)=C(C#N)C(=O)NC2c2ccc(OC)c(OC)c2)cc1 (stereo not drawn) | 0.9%
CCc1cccc2c(C(=O)COC(=O)/C=C/c3ccc(O)c(OC)c3)c[nH]c12 | u
O=C(CN1CCCc2ccccc21)N/N=C/c1ccccc1 | 0.9%
O=[N+]([O-])c1cc(Cl)ccc1-c1nc(-c2ccccc2)no1 | 5.6%

Rewritten with tabs: entries from further up
Molecule	ERK EGF block
O=C(c1ccc2c(c1)OCO2)N1CCOCC1	0.1%
COc1ccc(N2C(S)=C(C#N)C(=O)NC2c2ccc(OC)c(OC)c2)cc1 (stereo not drawn)	0.9%
CCc1cccc2c(C(=O)COC(=O)/C=C/c3ccc(O)c(OC)c3)c[nH]c12	u
O=C(CN1CCCc2ccccc21)N/N=C/c1ccccc1	0.9%
O=[N+]([O-])c1cc(Cl)ccc1-c1nc(-c2ccccc2)no1	5.6%
